# BAZ2B block: blocks human BAZ2B; AlphaScreen BAZ2B-H3K14Ac peptide displacement; Potency, µM (highest dose often 114 µM), for the others: at the top dose activity change, negative = inhibition, hits mostly inhibitors; 360,000 tested, 4.4% active; AID 504333; further: on the % scale 0 is the no-effect control and ±100 the full control effect; nearly all actives have a fitted effect of over 60% in size
#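 AlphaScreen luminescence quantifies BAZ2B engagement of H3K14Ac peptide; the protein and biotinylated peptide are both at 50 nM final, buffer PBS pH 7.4 with 0.01% Tween-20, all steps at room temperature.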
# HP1b binding inh: inhibitors of HP1-beta chromodomain binding to methylated histone tails; P83916; AlphaScreen HP1-beta / biotin-H3K9me3 peptide binding; Potency, µM (top dose mostly 114 µM), for inactives: at the highest dose activity change, negative = inhibition, most hits filed as inhibitors; 390,000 tested, 0.56% active; further: nearly all actives have a fitted effect of over 70% in size; inactives centre near 23
# Target sequence (P83916 whole entry, looked up): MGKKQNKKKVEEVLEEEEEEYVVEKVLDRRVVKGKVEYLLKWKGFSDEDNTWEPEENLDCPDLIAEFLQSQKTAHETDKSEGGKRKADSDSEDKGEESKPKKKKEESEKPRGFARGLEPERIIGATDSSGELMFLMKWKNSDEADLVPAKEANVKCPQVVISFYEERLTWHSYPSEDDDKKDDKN
#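 HP1-beta protein (50 nM final) preincubated 30 min at room temperature with biotinylated H3(1-18)K9me3 peptide (50 nM) in PBS pH 7.4, 0.01% Tween-20, then compound added for 30 min. AlphaScreen streptavidin donor/nickel chelate acceptor beads (10 ug/mL final), 30 min dark, luminescence read.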
# Pin1 inhibitor: inhibitors of human Pin1; Q13526; Pin1 FP peptide displacement, HiFluor488, 10 min; Potency, µM (titrated, usually from 115 µM), without a hit: top-dose activity, negative = inhibition, hits mostly inhibitors; 390,000 tested, 0.009% active; AID 504891; active means well fitted inhibition curve with a large enough effect in the polarisation, with a control signal flat, not every such curve was filed as active; inconclusive means small, poorly fitted or top-dose-only effect, or effect the other way, or a change in a side signal; inactive means no such curve, though single readings can be large or run the other way; the % refers to the polarisation; further: on the % scale 0 is the no-effect control and ±100 the full control effect
# Target sequence (Q13526 whole entry, looked up): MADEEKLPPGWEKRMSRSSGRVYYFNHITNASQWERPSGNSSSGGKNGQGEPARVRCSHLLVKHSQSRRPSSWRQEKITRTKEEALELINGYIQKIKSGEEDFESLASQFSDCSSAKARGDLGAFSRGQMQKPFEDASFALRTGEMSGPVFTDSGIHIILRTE
# PGK inhibitor: inhibitors of T. brucei phosphoglycerate kinase | AID 602233 | P07378 | 380,000 tested, 0.043% active | PGK/GAPDH coupled, Kinase-Glo luminescence, 60 min | Potency, µM (doses to about 57.5 µM), for inactives: top-dose activity change, negative = inhibition, hits mostly inhibitors; further: on the % scale 0 is the no-effect control and ±100 the full control effect; nearly all actives have a fitted effect of over 60% in size
# Target sequence (P07378 whole entry, looked up): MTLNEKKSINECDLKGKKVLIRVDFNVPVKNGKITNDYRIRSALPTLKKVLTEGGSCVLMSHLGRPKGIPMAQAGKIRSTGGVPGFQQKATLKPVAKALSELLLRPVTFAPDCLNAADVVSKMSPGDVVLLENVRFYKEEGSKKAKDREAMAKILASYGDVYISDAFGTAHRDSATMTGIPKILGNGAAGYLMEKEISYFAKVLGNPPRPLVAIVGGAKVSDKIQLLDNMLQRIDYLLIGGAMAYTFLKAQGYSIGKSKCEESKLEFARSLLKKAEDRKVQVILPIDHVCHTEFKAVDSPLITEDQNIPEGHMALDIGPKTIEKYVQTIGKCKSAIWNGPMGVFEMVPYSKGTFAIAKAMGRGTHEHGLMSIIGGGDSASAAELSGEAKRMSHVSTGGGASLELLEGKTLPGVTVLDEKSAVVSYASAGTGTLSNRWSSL
#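 Luminescent ATP detection (Kinase-Glo Plus) follows a 60-minute room-temperature incubation, with wells lacking PGK as controls. Buffer: 100 mM TEA (pH 7.6), 5 mM MgCl2, 0.01% Tween-20. Coupling enzyme GAPDH (100 nM final) supplies unstable 1,3-BPG in-well.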
# JMJD2A Tudor inh: inhibitors of human JMJD2A Tudor domain | O75164 | AlphaScreen JMJD2A-Tudor / H3K4me3 peptide binding | Potency, µM (series often up to 114 µM), inactives show top-dose activity change, negative = inhibition, usual class: inhibitors | 390,000 tested, 4.4% active | AID 504339; further: on the % scale 0 is the no-effect control and ±100 the full control effect; nearly all actives have a fitted effect of over 50% in size
# Pol iota inh: blocks human DNA polymerase iota activity. Q9UNA4. Pol iota fluorescent replication assay, 10 min. Potency, µM (series often up to 115 µM), without a hit: top-dose activity, negative = inhibition, usual class: inhibitors. 390,000 tested, 1% active. AID 588590
#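 Fluorescent replication assay read twice, at 0 min and 10 min after adding 50 nM (final) substrate. Enzyme (10 nM) and compounds were first incubated 15 min at room temperature; enzyme-free buffer wells were negative controls.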
# G9a block: G9a (human) methyltransferase inhibition | G9a H3K9 monomethylation, AlphaScreen, 2 h | Potency, µM (titrated, usually from 102 µM), for inactives: at the top dose activity, negative = inhibition, usual class: inhibitors | 350,000 tested, 8.8% active | AID 504332; further: on the % scale 0 is the no-effect control and ±100 the full control effect; nearly all actives have a fitted effect of over 75% in size
# Target sequence (Q96KQ7 913-1193 limits assumed): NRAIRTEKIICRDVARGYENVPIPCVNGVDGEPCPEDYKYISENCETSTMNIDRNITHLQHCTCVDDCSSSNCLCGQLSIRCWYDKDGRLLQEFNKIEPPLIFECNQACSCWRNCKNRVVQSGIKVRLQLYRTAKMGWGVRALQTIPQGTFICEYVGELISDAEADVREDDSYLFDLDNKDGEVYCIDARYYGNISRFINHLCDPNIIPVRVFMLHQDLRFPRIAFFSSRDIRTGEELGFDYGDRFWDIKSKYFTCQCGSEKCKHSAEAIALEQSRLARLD
#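 Step 1: enzyme (final 20 nM) with compound, 15 min RT. Step 2: substrate peptide 500 nM and SAM 20 uM, 2 h RT. Step 3: anti-H3K9me1 antibody and AlphaScreen beads, 10 min, then plate read.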
# GLS inhibitor: glutaminase GLS (human) inhibition; 410,000 tested, 0.21% active; Potency, µM (highest dose often 45.5 µM), for inactives: top-dose activity change, negative = inhibition, usual class: inhibitors; AID 624170; GLS enzymatic activity, qHTS titration; O94925; further: on the % scale 0 is the no-effect control and ±100 the full control effect
#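 hKGA in 45 mM KH2PO4 (pH 8.2), 0.02% Tween-20 with compound, then 1mM L-Glutamine (stock as added) plus glutamate oxidase/HRP/Amplex red coupling mix. Fluorescence read initially and after 30 min at RT; signal change reflects glutamate formation.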
# BLM helicase inh: blocks DNA unwinding by human BLM helicase. P54132. recombinant BLM DNA unwinding, fluorescence dequenching. Potency, µM (top dose mostly 56.1 µM), for the others: top-dose activity change, negative = inhibition, most hits filed as inhibitors. 350,000 tested, 0.2% active;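 further: plate controls were vehicle for no effect and no enzyme for full effect; nearly all actives have a fitted effect of over 35% in size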
# * = called active by the depositor; i = inactive; ? = inconclusive; / = not tested or not shown; & = joins results of further samples; [ ] = remark or other dose. Unless noted, the call rests on the fitted dose curve; in most records, active means well fitted curve in the direction sought with a large enough effect; inconclusive means small, poorly fitted or top-dose-only effect, or another doubt; inactive means no such curve, though single readings can be large; an effect the other way counts as inactive or inconclusive. Potency means the concentration at half of the fitted maximal effect. Not all compounds are listed (hit frequency here may not be typical).
BAZ2B block	HP1b binding inh	Pin1 inhibitor	PGK inhibitor	JMJD2A Tudor inh	Pol iota inh	G9a block	GLS inhibitor	BLM helicase inh	structure
/	49%[activator]	1%	-3%	-10%	19%	-9%	15%	1%	CCN(Cc1ccccc1)C(=O)CSc1nc(C)cc(=O)[nH]1
-19%	17%	1%	-5%	-16%	114%[activator]	4%	-8%	0%	Cc1csc(NC(=O)CCCC(=O)c2ccccc2)n1
-3%[57.1 µM]	28%	0%	-3%	-7%	10%	5.6µM*	2%	-4%	CCC(CC)C(=O)NCCN1CCN(C(=O)C(CC)CC)CC1
-3%	52%	?	1%	10%	14%	-12%[59 µM]	13%	-2%	CC(C)(C)C(=O)c1cnc(Nc2ccccc2)s1
3%	36%	-6%	i	-2%	30%	22%	1%	2%	COc1ccc(CC(C)CC(=O)NCCc2ccc(OC)c(OC)c2)cc1 (stereo unspecified)
?	39%[activator]	-2%	i	-2%	22%	28%	-2%	0%	C/C(=N/NC(=O)CCc1c(C)n[nH]c1C)c1cccc([N+](=O)[O-])c1
0%	4%	3%	-5%	-10%	22%	-1%[12.7 µM]	34%[activator]	0%	O=Cc1ccc(O)cc1O
-16%	12%	-2%	i	-19%	21%	-3%[59 µM]	-6%	0%	CCc1ccc(NC(=O)CCCc2nnc3n(CC(C)C)c(=O)c4sccc4n23)cc1
?	-14%	2%	-6%	45µM*	34%[activator]	35µM*	3%	1%	CC(C)c1ccc(NC(=O)CNCC(c2ccccc2)N(C)C)cc1 (stereo unspecified)
-21%	11%	-5%	0%	-26%	5%	-9%[59 µM]	4%	-13%	CCOC(=O)c1c(C)[nH]c(C)c1C(=O)CSc1nc2ccccc2c(=O)n1-c1ccc(CC)cc1
-32%	23%	0%	-5%	-33%	15%	?	4%	-2%	O=C(Cn1c(=O)c2cccn2c2cccnc21)NCCCN1CCN(c2ccc(F)cc2)CC1
1%	27%	0%	i	-10%	16%	/	-5%	0%	Cn1c(=O)c2cc(S(=O)(=O)NCCC(=O)NCc3ccccc3Cl)ccc2n(C)c1=O
3%	30%	?	3%	1%	32%[activator]	5%[2.33 µM]	0%	/	O=C1CN(C(=O)COC(=O)CCS(=O)(=O)c2ccccc2)c2ccccc2N1
4%	11%	3%	-7%	-15%	24%	/	1%	-2%	Clc1ccc(-n2nnnc2-c2ccno2)cc1
0%	26%	50%[activator]	-1%	-7%	?	-11%[12.7 µM]	-1%	-9%	O=C(Nc1ccn(C2CC(OC(=O)c3ccccc3)C(CO)O2)c(=O)n1)c1ccccc1 (stereo unspecified)
5%	19%	-2%	i	-13%	30%	?	3%	-1%	CC1(C)CC(=O)C(C=NCCN2CCNC2=O)=C(O)C1
2%	12%	1%	-6%	-11%	11%	1%[59 µM]	6%	-3%	CCOC(=O)c1c(C2CC2)csc1NC(=O)COC(=O)c1cnc(Cl)c(Cl)c1
-15%	16%	0%	1%	-1%	83%[activator]	-26%	6%	-2%	O=C(NCc1ccccc1Cl)C(=O)NCC1OCCN1S(=O)(=O)c1cccs1 (stereo unspecified)
0%	25%	34%[activator]	-4%	4%	3%	37%[59 µM]	-16%	-5%	CCOc1cc(-c2nc3c(c(CC)nn3-c3ccccc3)c3cc(OC)c(OC)cc23)ccc1O
?	-3%&-7%	12%&26%	-4%&-20%	?	37%[activator]	?	17%&22%	-2%&-7%	Cc1ccc(-n2c(CCC(=O)O)ccc2-c2cccs2)cc1C
-11%	21%	0%	-6%	-3%	32%[activator]	9%[59 µM]	-15%	-6%	CC(=O)N/N=C(\C)CC(=O)Nc1cccc(C(F)(F)F)c1
-29%	8%	20%	0%	-25%	20%	12%[59 µM]	-3%	0%	CCOc1ccccc1C(=O)N[C@H](C(=O)OCc1cc([N+](=O)[O-])cc2c1OCOC2)C(C)C
-2%	50%[activator]	7%	1%	23%	-7%	41%[activator]	-18%	-1%	COc1cc2c(cc1NC(=O)CSc1ccc(C)cc1)oc1ccccc12
-4%	36%[activator]	13%	2%	-13%	12%	-2%[59 µM]	1%	-6%&-5%	COc1ccc(COc2cc(-c3cccc(OC)c3)nc3ccc(NC(=O)c4ccc(OC)cc4)cc23)cc1
-1%	48%&11%[activator]	26%&9%	-9%	-30%	?	-69%	12%	-8%	COc1ccc(C(=O)CSc2nnc(-c3cc4ccccc4cc3O)n2Cc2ccco2)cc1
6%	29%	1%	i	-8%	23%	20%	2%	-4%	O=C(CC12CC3CC(CC(C3)C1)C2)NCc1ccccc1
-8%	-8%	?	-13%	-30%	-10%	25%[2.33 µM]	-4%	/	COc1ccc2c(c1)OC[C@H]1[C@H]2N2C(=O)c3cc(OC)c(OC)cc3NC(=O)[C@@]2(C)[C@H]1c1ccccc1
/	22%	4%	-3%	-6%	24%	/	3%	/	Cc1ccc2c(c1)[C@H]1[C@H](CO2)[C@H](c2ccccc2)[C@]2(C)C(=O)N(CC3CCCO3)CC(=O)N12 (stereo partly specified)
7%	56%[activator]	3%	6%	2%	29%	32%	26%	-4%	CCn1c(=O)n(CC)c2cc(NS(=O)(=O)c3ccccc3)ccc21
-7%	14%	16%	i	-25%	-8%	12%	12%	-10%	Cc1ccc(S(=O)(=O)/N=C(\N)Nc2nc(C)c3ccccc3n2)cc1
27%	17%	0%	-10%	-12%	-3%	-30%	9%	/	CCN(CC(=O)NCc1ccc(Cl)cc1)C(=O)CCOc1ccc(C)cc1
?	9%	1%	-10%	?	11%	-30%[59 µM]	1%	-8%	CCc1nn(C(C)C(=O)N2CCN(c3cccc(C(F)(F)F)c3)CC2)c(=O)c2cc3occc3n12 (stereo unspecified)
3%	64%[activator]	3%	-8%	-17%	38%[activator]	25%	2%	-1%	O=C(NCCc1ccccc1)C1CCC(CNS(=O)(=O)c2ccc(F)cc2)CC1 (stereo unspecified)
-16%	15%	2%	-3%	-21%	0%	13%	0%	-1%	CCc1ccccc1NC(=S)N(CCN1CCOCC1)Cc1ccccc1F
?	21%	-1%	i	-20%	8%	?	15%	-1%	Cc1cccc(N2C(=O)C(O)=C(C(=O)c3cccs3)C2c2ccc(F)cc2)n1 (stereo unspecified)
-17%	20%	-1%	-4%	-18%	-4%	-2%	94%[activator]	-4%	O=C(Nc1ccc2snnc2c1)N1CCN(c2ccccc2)CC1
3%	31%	0%	7%	-30%	5%	?	27%	-10%	CCN1CCN(CCn2c(=S)[nH]c3ccccc3c2=O)CC1
5%	22%	?	-3%	-35%	26%	-12%[12.7 µM]	2%	-20%	C[C@H](NC(=O)c1nc[nH]c1C(=O)N[C@@H](CCCCNC(=O)OC(C)(C)C)C(=O)OC(C)(C)C)c1ccccc1
3%	9%	-1%	-9%	-13%	-7%	-8%[59 µM]	-6%	-2%	CCc1ccc(NC(=O)C(CC)n2nnc(C(=O)OC)c2C(=O)OC)cc1 (stereo unspecified)
2%	15%	0%	0%	5%	111%[activator]	-32%	23%	-2%	O=C(NCc1ccccc1)c1ccccc1-c1nc2ccccc2[nH]1

# 4 structures out of the list, arranged by SMILES length, smallest number first:
BAZ2B block	HP1b binding inh	Pin1 inhibitor	PGK inhibitor	JMJD2A Tudor inh	Pol iota inh	G9a block	GLS inhibitor	BLM helicase inh	structure
3%	31%	0%	7%	-30%	5%	?	27%	-10%	CCN1CCN(CCn2c(=S)[nH]c3ccccc3c2=O)CC1
-16%	15%	2%	-3%	-21%	0%	13%	0%	-1%	CCc1ccccc1NC(=S)N(CCN1CCOCC1)Cc1ccccc1F
27%	17%	0%	-10%	-12%	-3%	-30%	9%	/	CCN(CC(=O)NCc1ccc(Cl)cc1)C(=O)CCOc1ccc(C)cc1
3%	9%	-1%	-9%	-13%	-7%	-8%[59 µM]	-6%	-2%	CCc1ccc(NC(=O)C(CC)n2nnc(C(=O)OC)c2C(=O)OC)cc1 (stereo unspecified)

# Other compounds
BAZ2B block	HP1b binding inh	Pin1 inhibitor	PGK inhibitor	JMJD2A Tudor inh	Pol iota inh	G9a block	GLS inhibitor	BLM helicase inh	structure
33%	73%[activator]	0%	-8%	61%[activator]	-2%	10%[59 µM]	14%	-7%	CC1CCc2ccc(F)cc2N1S(=O)(=O)c1cccs1 (stereo unspecified)
-2%	51%[activator]	5%	4%	11%	66%[activator]	9%	7%	-2%	O=C(COC(=O)c1cnc(Cl)c(Cl)c1)NCCC1=CCCCC1
/	6%	-27%	-14%	79µM*	8.9µM*	?	19%	-8%	CC1CCC/C(=C\Nc2ccc(O)cc2)C1=O (stereo unspecified)
-6%	22%	37%[activator]	-2%	-2%	-18%	/	-5%	-7%	Cc1sc2nc(COC(=O)c3ccc(Cl)c(N)c3)[nH]c(=O)c2c1C
?	30%	?	-8%	6%	15%	?	-5%	-1%	COc1ccc(CC(=O)NC2CCN(Cc3nnnn3C(C)(C)C)CC2)cc1OC
-1%	52%[activator]	-1%	-10%	-11%	-4%	-3%[0.501 µM]	-2%	/	COc1ccc(C2=CC(=O)C[C@H](c3ccc(Cl)cc3)C2)cn1
7%	17%	-5%	-1%	-12%	16%	25%	0%	1%	COCCCNC(=O)CCc1nnc2ccc(N3CCC(C)CC3)nn12
3%	28%	2%	9%	-6%	-18%	3%[59 µM]	20%	-1%	NNC(=O)c1ccc(Cn2cc(Cl)cn2)cc1
15%	21%	2%	-1%[11.5 µM]	-18%	22%	?	-12%	-1%	S=c1[nH]nc(COc2ccc(Cl)cc2)n1C1CCCCC1
-7%	37%	-11%	/	-10%	13%	?	0%	-4%	COc1ccc(NC(=O)COc2ccc(CNCCCN3CCOCC3)cc2OC)cc1
1%	21%	1%	-2%	-24%	-11%	-2%	0%	0%	COCc1cc(C)nc(SCC(=O)Nc2cccc3cccnc23)c1C#N
50µM*	65%[activator]	5%	5%	-12%	-20%	?	-4%	2%	O=C(NN1S(=O)(=O)c2ccccc2S1(=O)=O)c1ccc(Br)cc1
-3%	41%[activator]	-7%	-10%	-10%	11%	-12%[2.33 µM]	?	-1%	CCCSCCCNC(=O)Cn1c(=O)c2cccn2c2ccccc21
105%[activator]	120%[activator]	-6%	-4%	99%[activator]	10%	195%[activator]	-2%	-5%	CC(C)(C)c1ccc(SCCc2cccnc2)cc1
?	12%	-2%	-13%	?	45µM*	-17%[59 µM]	-1%	-23%	CCn1c(SCC(=O)N/N=C/C(C)=C\c2ccco2)nnc1-c1ccccc1
